Screening results (PubChem)
KCNQ2 inh = KCNQ2 potassium channel inhibitors, primary screen, cell-based, CHO-K1, FluxOR thallium flux, B-score (AID 2156); 20 min; stronger effect = lower value; B-score at 10 µM; 1.1% of 310,000 active;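 active = fluorescence ratio B-score at most minus 3 library SDs, with starting brightness B-score within 2 library SDs, cut at about -5.5 in these data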
Kir21 block = inhibitors of mouse Kir2.1 inward-rectifier potassium channel | HEK293-Kir2.1, FluxOR thallium flux fluorescence; stronger effect = lower value | AID 1672, 2009 | Inward rectifier potassium channel 2 (Mus musculus), P35561 | 0.85% of 310,000 active | B-score at 10 µM;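 active = fluorescence ratio B-score at or below minus 3 SD of library scores, with starting-brightness B-score within 2 SD, cut at about -4.2 in these data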;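 note: channel flux triggered by added potassium and thallium sulfate stimulus; B-score of peak minus minimum fluorescence over baseline after thallium stimulus; more negative B-score means stronger Kir2.1 block with less thallium influx; some compounds called inactive have numbers as strong as hits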
Target sequence (P35561 whole entry, looked up): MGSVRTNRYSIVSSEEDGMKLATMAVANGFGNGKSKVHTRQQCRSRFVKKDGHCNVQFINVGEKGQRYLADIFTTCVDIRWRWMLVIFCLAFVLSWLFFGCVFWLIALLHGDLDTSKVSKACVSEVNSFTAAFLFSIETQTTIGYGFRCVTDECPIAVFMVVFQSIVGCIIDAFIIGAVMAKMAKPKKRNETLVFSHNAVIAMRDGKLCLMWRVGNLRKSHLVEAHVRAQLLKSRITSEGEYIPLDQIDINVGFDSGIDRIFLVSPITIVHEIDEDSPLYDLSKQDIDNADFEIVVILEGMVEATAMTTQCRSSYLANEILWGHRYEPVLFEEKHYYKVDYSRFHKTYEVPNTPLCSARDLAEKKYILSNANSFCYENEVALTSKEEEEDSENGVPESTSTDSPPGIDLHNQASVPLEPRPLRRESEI
CHT block = inhibitors of human choline transporter CHT | AID 488975, 2010 | CHT-expressing cells, membrane potential dye, choline response; stronger effect = lower value | B-score at 10 µM | High affinity choline transporter 1 (Homo sapiens), Q9GZV3 | 0.86% of 310,000 active;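 active = B-score over 3 SD under the library average, and starting fluorescence ratio not unusually high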;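 note: choline stimulus applied at its EC90 after an EC20 pre-addition; B-score computed on integrated fluorescence ratio after choline addition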
Target sequence (Q9GZV3 whole entry, looked up): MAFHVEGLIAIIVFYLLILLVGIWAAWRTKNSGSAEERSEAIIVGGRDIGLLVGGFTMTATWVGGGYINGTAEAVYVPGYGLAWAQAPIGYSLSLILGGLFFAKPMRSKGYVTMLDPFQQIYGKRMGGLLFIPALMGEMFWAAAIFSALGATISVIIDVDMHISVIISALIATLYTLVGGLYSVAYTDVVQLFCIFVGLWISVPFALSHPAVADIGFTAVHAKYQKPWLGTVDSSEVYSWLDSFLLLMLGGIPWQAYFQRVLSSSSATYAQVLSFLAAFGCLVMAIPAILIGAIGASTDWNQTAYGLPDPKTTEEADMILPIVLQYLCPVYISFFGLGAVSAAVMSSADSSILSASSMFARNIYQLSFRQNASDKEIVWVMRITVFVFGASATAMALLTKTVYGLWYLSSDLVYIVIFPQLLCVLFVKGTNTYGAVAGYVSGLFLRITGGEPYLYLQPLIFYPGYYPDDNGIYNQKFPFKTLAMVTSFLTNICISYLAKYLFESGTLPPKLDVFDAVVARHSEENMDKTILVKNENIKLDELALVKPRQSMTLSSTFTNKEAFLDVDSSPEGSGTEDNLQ
* hit, by the source's call; i = inactive. Rows were taken by chance. Share with any hit: about 2.6%.

Under each structure: Kir21 block | KCNQ2 inh | CHT block
- O=C1CC(c2ccccc2)CC(O)=C1C=NCc1ccccc1 (stereo not given)
  0.01 | i | i
- CC1CCC(NC(=O)CCC(=O)N2CC(C)Oc3ccccc32)CC1 (stereo not given)
  0.73 | i | i
- On1c(-c2ccccc2Cl)nc2ccccc21
  -1.5 | i | i
- CCOc1ccccc1NS(=O)(=O)c1ccc2[nH]c(=O)[nH]c2c1
  -0.95 | i | i
- COc1ccc(OC)c(NC(=O)c2cccc(S(=O)(=O)N3CCN(C(C)=O)CC3)c2)c1
  -0.04 | i | i
- C/C(=N/OC(=O)c1cccc(Cl)c1)c1nccs1
  -0.45 | i | i
- Cc1cc(C(=O)CN2C(=O)NC3(CCCc4sccc43)C2=O)c(C)n1-c1ccccc1 (stereo not given)
  -0.18 | i | i
- C=CCNC(=O)NC(=O)COC(=O)CCCSc1nc2ccccc2[nH]1
  -0.93 | i | i
- NNC(=O)c1cc(-c2ccc(O)cc2)nc2ccc(Br)cc12
  0.13 | i | i
- N#Cc1ccc(NC(=O)c2cc(-c3cccs3)on2)cc1
  -0.3 | i | i
- CC1CCN(C(=O)Cn2c(=O)oc3cc(S(=O)(=O)N4CCCCC4)ccc32)CC1
  1.8 | i | i
- NC(=O)CCC(NS(=O)(=O)c1ccc(Cl)cc1)C(=O)NCC1CCCCC1 (stereo not given)
  -0.14 | i | i
- CN1CCN(S(=O)(=O)c2ccc(N(C)Cc3ccc(OC(F)F)cc3)c([N+](=O)[O-])c2)CC1
  0.75 | i | i
- CN(CC(=O)Nc1ccc(F)cc1)C(=O)CCc1nc2ccccc2c(=O)[nH]1
  -2.1 | i | i
- Cc1ccccc1C(=O)N1CCN(c2ccc(NC(=O)c3ccco3)cc2Cl)CC1
  1.1 | i | i
- Cn1nc(C(=O)NCc2cccnc2)c2ccccc2c1=O
  0.45 | i | i
- CSc1nc(-c2ccccc2)cc(C)c1C#N
  0.14 | i | i
- O=C(c1ccco1)N1CCN(C(=O)C2CC(c3ccc(Cl)c(Cl)c3)=NO2)CC1 (stereo not given)
  0.48 | i | i
- O=C(NCCc1ccc2c(c1)OCCO2)c1ccc([N+](=O)[O-])cc1Cl
  1.3 | i | i
- Cc1cc(C)c[n+](CC(=O)c2ccc(-c3ccccc3)cc2)c1
  -1.3 | i | i
- CCOc1ccc2[nH]c(=O)c(C(c3nnnn3Cc3ccco3)N3CCCC(C)C3)cc2c1 (stereo not given)
  -3.8 | -6.5* | i
- CCOC(=O)N1CCN(C(=O)c2ccc3c(c2)N(C)C(=O)/C(=C\c2ccc(OCC)c(OC)c2)S3)CC1
  0.19 | i | i
- Cc1cccc(OCCOc2ccccc2C=C(C#N)C#N)c1
  1.7 | i | i
- CC(=O)Oc1ccccc1C(=O)Nc1ncc([N+](=O)[O-])s1
  -0.55 | i | i
- CCOC(=O)c1c(Nc2ccc(Cl)cc2)sc(/C=C2\C=Nc3ccccc32)c1O
  0.09 | i | i
- COC(=O)c1c(C(=O)OC)c2ccccn2c1C(=O)c1ccccc1
  1.4 | i | i
- CC(=O)NCCc1nc2cc(NC(=O)c3ccc(Cl)cc3)ccc2n1C
  0.01 | i | i
- CCCCNc1ncnc2c1nnn2Cc1ccccc1Cl
  -0.51 | i | i
- COc1cccc(OC)c1C(=O)Nc1ccc(N2CCCCC2)cc1
  -1.1 | i | i
- N#CCCN(C(=O)COc1ccc(Br)cc1F)c1ccc(F)cc1
  -1.6 | i | i
- CCN1CC=C2C(C#N)=C(N)C(C#N)(C#N)[C@H](c3ccoc3)[C@H]2C1
  -2.8 | i | i
- O=C(COc1coc(CN2CCc3ccccc32)cc1=O)Nc1ccc([N+](=O)[O-])cc1
  -1.4 | i | i
- CCN(CC)C(=O)c1ccc2c(c1[N+](=O)[O-])C(=O)c1ccccc1C2=O
  -0.93 | i | i
- O=C(O)c1ccccc1C(=O)NC1CCN(c2nccc(C(F)(F)F)n2)CC1
  1.4 | i | i
- O=C(Nc1ccccc1[N+](=O)[O-])c1cc(S(=O)(=O)Nc2ccccn2)ccc1Cl
  1 | i | i
- COC(=O)c1ccc(NC(=O)CSc2nnc(C(C)NC(=O)c3ccccc3Cl)n2C)cc1 (stereo not given)
  0.67 | i | i
- C=CCn1c(NC)cc(=O)n(C)c1=O
  0.91 | i | i
- COc1ccc(NC(=O)CSc2nnc(Cc3ccccc3)c(=O)n2N)cc1OC
  0.07 | i | i
- COc1ccc(OCC(O)CNC(=O)c2ccccc2)cc1 (stereo not given)
  0.81 | i | i
- Cc1ccc(C(=O)COC(=O)c2cc(=O)[nH]c3ccccc23)cc1C
  0.46 | i | i
- CC(=O)Nc1ccc(Nc2ncnc3c2cnn3-c2ccc(C)cc2C)cc1
  0.62 | i | i
- COc1nc(-c2ccc(C)cc2)ccc1-c1noc(-c2cccnc2)n1
  0.19 | i | i
- COC(=O)[C@H](C)NC(=O)Nc1cc(Cl)ccc1C
  0.73 | i | i
- O=c1c(Cc2ccc(F)cc2)c(O)ccn1Cc1ccc(Cl)cc1Cl
  1.7 | i | i
- Cc1ccc2c(NC(=O)C3CC3)cccc2n1
  0.29 | i | i
- Cc1ccc(S(=O)(=O)Nc2ccccc2CNc2ccccn2)cc1
  -4.2 | i | i
- Cc1scc(C(=O)Nc2ccon2)c1-c1ccccc1
  -0.05 | i | i
- COC(=O)c1ccc(Cl)c(S(=O)(=O)N2CCCC2)c1
  1.6 | i | i
- Cc1cccc(C(=O)NC2CC3CCCC(C2)N3C(=O)NC2CCCCC2)c1 (stereo not given)
  1.2 | i | i
- O=C(/C=C/c1ccc(F)cc1)N1CCCN(C(=O)/C=C/c2ccc(F)cc2)CC1
  1.2 | i | i
- CCOC(=O)C1=C(C)N=c2s/c(=C\c3cccc(OCC(=O)O)c3)c(=O)n2C1c1ccccc1 (stereo not given)
  -0.89 | i | i
- OCCC1CN(Cc2cccn2-c2nccs2)CCN1C1CCCCC1 (stereo not given)
  -0.63 | i | i
- COc1ccc(S(=O)(=O)N(C)C)cc1NC(=O)CN1C(=O)NC2(CCCC2)C1=O
  0.47 | i | i
- Cc1cc2cc(C#N)c(SCC(=O)Nc3nonc3C)nc2cc1C
  -0.24 | i | i
- CCN(CC)C(=O)COC(=O)c1ccc(C)c(NC(=O)c2ccco2)c1
  -0.03 | i | i
- COc1ccc(/C=N/NC(=O)c2ccncc2)cc1[N+](=O)[O-]
  -2.2 | i | i
- Cc1ccc(CN(CC(=O)NCc2ccccn2)S(=O)(=O)c2ccccc2)cc1
  -0.41 | i | i
- COc1ccc(OC)c(NC(=O)C(CC(C)C)NC(=O)C2CCCCC2)c1 (stereo not given)
  0.28 | i | i
- COc1ccc2[nH]c(=O)c(CN(Cc3nnnn3Cc3ccco3)C3CCCCC3)cc2c1
  -4.5* | i | i
- COc1cc(O)oc1C=Nc1ccc(C(F)(F)F)cc1
  -0.08 | i | i

New compounds follow:
Under each structure: Kir21 block | KCNQ2 inh | CHT block
- CCN(CC)CCOC(=O)/C=C/c1ccccc1
  -0.67 | i | i
- O=Cc1cccn1-c1ccc(O)cc1
  0.05 | i | i
- CC(=O)Nc1cccc(-c2nc3ccccc3s2)c1
  -1.9 | i | i
- C/C(CC(=O)Nc1ccc(OCc2ccccc2)cc1)=N\NC(=O)C(=O)Nc1cccc(C)c1
  -0.06 | i | i
- CSc1n[nH]c(=O)n1-c1cccc(Cl)c1
  -1 | i | i
- O=C(NCCc1ccccc1F)N[C@@H](Cc1ccccc1)C(=O)O
  0.67 | i | i
- Cc1ccc(CNC(=O)CNC(=O)c2ccco2)cc1
  -0.8 | i | i
- CS(=O)(=O)N(CC(=O)NCc1ccc2c(c1)OCO2)Cc1ccccc1
  -0.77 | i | i
- COCCNC(=O)C(c1ccc(O)cc1)N(C(=O)CCC(=O)Nc1nccs1)c1ccc(C)cc1 (stereo not given)
  -1 | i | i
- Cc1ccn2c(NC3CCCCC3)c(-c3cccc(-c4cccc(Cl)c4)c3)nc2c1
  -0.83 | i | i
- O=C(Nc1ccc(F)cc1)C1CC2CCC1C2 (stereo not given)
  -0.25 | i | i
- COc1ccc(-c2nc(NC(C)=O)sc2-c2ccccc2)cc1
  1.4 | i | i
- Cn1c(Cl)c(/C=N/OC(=O)c2cccc(Cl)c2)c2ccccc21
  1.3 | i | i
- O=C(CSc1nc2ccccc2s1)Nc1cc(S(=O)(=O)N2CCOCC2)ccc1O
  1.8 | i | i
- O=C1C[C@@H](c2ccccc2)Oc2cc(O)cc(O)c21
  -1.9 | i | i
- COc1ccc(CCNC(=O)CCNS(=O)(=O)c2cccc3nonc23)cc1OC
  1.3 | i | i
- O=C(N(c1ccccn1)c1ccccn1)C12CC3CC(CC(C3)C1)C2
  0.31 | i | i
- CC(Cn1cncn1)C(=O)N1CCN(S(=O)(=O)c2ccc(Cl)cc2)CC1 (stereo not given)
  -0.69 | i | i
- COC(=O)c1c(NC(=O)C2CC2)sc2c1CCN(C(C)=O)C2
  1.3 | i | i
- O=Cc1ccccc1Oc1ccccc1
  1.4 | i | i
- CCNC(=O)CSc1nnc(-c2cccs2)o1
  -1.7 | i | i
- CS(=O)(=O)c1ccc2nc(NC(=O)Nc3ccccc3F)sc2c1
  -1.6 | i | i
- COc1cc(CC(=O)Nc2ccc(Cl)c(C(F)(F)F)c2)cc(OC)c1OC
  0.29 | i | i
- CCOc1ccc(CN(C)CC(=O)Nc2cccc3ccccc23)cc1OC
  0.08 | i | i
- O=C(O)c1cc(-c2ccc(N3CCOCC3)cc2)nn1-c1ccccc1Cl
  1.8 | i | i
- COCc1nnc(NC(=O)c2c(-c3c(Cl)cccc3Cl)noc2C)s1
  1.1 | i | i
- Cc1onc(-c2ccccc2Cl)c1C(=O)NCc1ccco1
  -2.2 | i | i
- COc1ccc(/C(N)=N/O)cc1O
  -2 | i | i
- CC(=O)Nc1ccc(CN2CCC(CO)(CCOc3ccccc3)CC2)cc1
  0.66 | i | i
- COc1ccc(-c2cc(C(F)F)n3ncc(C(=O)N4CCSCC4)c3n2)cc1
  0.43 | i | i
- CN(CC(=O)Nc1ccccc1Br)C(=O)CCc1nc2ccccc2c(=O)[nH]1
  0.56 | i | i
- COc1ccc(OC)c(NC(=O)CCNS(=O)(=O)c2cccc3nsnc23)c1
  -1.2 | i | i
- O=C(CCC1CCCCC1)NC1=NCCS1
  -0.19 | i | i
- CC(=O)NCCC(=O)Nc1nc2c(ccc3ccccc32)s1
  -0.74 | i | i
- Cc1ncccc1C(=O)N1CCCC(CNC(=O)c2ccc(-c3ccccc3)cc2)C1 (stereo not given)
  -1.4 | i | i
- CC(=O)C1=C(O)C=C(c2ccco2)CC1c1ccco1 (stereo not given)
  0.88 | i | -5.1*
- Cc1ccc(CNC(=O)C(NS(=O)(=O)c2cccs2)C(C)C)cc1 (stereo not given)
  1.3 | i | i
- O=C(Nc1c(F)cccc1F)c1ccc2c(c1)CCN2S(=O)(=O)c1ccccc1
  0.22 | i | i
- NC1=NC[C@@H](Cc2ccc(O)cc2)N1CCc1cc(C(F)(F)F)cc(C(F)(F)F)c1
  -2 | i | i
- COc1ccccc1CNC(=O)c1ccc(CNc2c(N3CCCC3)c(=O)c2=O)cc1
  0.03 | i | i
- CC1(C)[N+]([O-])=C2C(=[N+]([O-])C1(C)C)c1ccccc1/C2=N\O
  0.28 | i | i
- CCCCc1c(O)c2ccccc2n(CCCC)c1=O
  -1.8 | i | i
- N#Cc1cnn(-c2ncnc3sc(-c4ccccc4)cc23)c1N
  -0.23 | i | i
- NC(=O)C1CCCc2c1n(Cc1ccccc1)c1ccccc21 (stereo not given)
  0.16 | i | i
- COc1ccc2c(c1)c(C(=O)N1CCN(C)CC1)c(C)n2-c1ccccc1
  0.84 | i | i
- CSCC(C)N1CCC(N2CCC(C(=O)NCc3ccccn3)CC2)CC1 (stereo not given)
  -0.24 | i | i
- CCCCN(C(=O)c1c(C)noc1C)c1c(N)n(CCCC)c(=O)[nH]c1=O
  -1.3 | i | i
- COC(=O)COc1ccc(S(=O)(=O)Nc2ccc3c(c2)OCO3)cc1
  0.31 | i | i
- O=C(c1cc(-c2ccc(Cl)cc2)on1)N1CCN(c2ccccc2)CC1
  -2.2 | i | i
- N=C1SCC(=O)N1c1ncc(Cc2ccc(F)cc2)s1
  1.7 | i | i
- CCOc1ccc(NC(=S)N(CCN2CCOCC2)Cc2cc3cc4c(cc3[nH]c2=O)OCO4)cc1
  1.4 | i | i
- CC1CCN(C(=O)c2ccc(CSc3ccc(Cl)cc3)cc2)CC1
  0 | i | i
- [N-]=[N+]=NC1C[C@H](n2ccc(=O)[nH]c2=O)O[C@@H]1CO (stereo not given in full)
  1.3 | i | i
- CCC(=O)N1CCc2cc(OC)c(OC)cc2C1COc1ccc(OC)cc1 (stereo not given)
  -2.1 | i | i
- COc1cccc(C(C)NC(=O)Cc2cccs2)c1 (stereo not given)
  0.02 | i | i
